# COUP-TFII inh: NR2F2 (human) inhibition, primary screen; P24468; HEK293T NGFI-A luciferase reporter, luminescence; inhibition, % at 8.6 µM; 370,000 compounds, 0.7% hits; AID 686940;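 active means inhibition above a per-plate cutoff, mean inhibition of test wells between control levels plus 3 SD, cut at about 38% in these data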;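 further: cells cotransfected with COUP-TFII expression vector driving the NGFI-A reporter; 0% = median of COUP-TF2 test wells and 100% = reporter-only cells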
# Target sequence (P24468 whole entry, looked up): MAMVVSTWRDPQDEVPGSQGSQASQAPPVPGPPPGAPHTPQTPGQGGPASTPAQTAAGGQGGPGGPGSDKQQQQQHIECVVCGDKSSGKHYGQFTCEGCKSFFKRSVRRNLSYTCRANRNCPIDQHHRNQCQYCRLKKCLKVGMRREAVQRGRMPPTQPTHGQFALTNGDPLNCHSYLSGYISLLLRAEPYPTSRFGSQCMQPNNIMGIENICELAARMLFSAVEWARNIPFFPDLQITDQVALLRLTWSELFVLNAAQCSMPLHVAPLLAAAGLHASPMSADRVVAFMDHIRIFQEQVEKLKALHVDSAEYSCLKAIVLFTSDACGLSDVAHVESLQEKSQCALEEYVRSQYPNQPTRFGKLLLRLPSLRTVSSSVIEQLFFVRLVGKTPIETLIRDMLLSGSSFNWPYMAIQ
# TWEAK-Fn14 inh: TWEAK-Fn14 signaling inhibition; TWEAK-stimulated Fn14 reporter cells, luciferase luminescence, 8 h; inhibition, % at 10 µM; 360,000 compounds, 2% hits; AID 1159606; in the data active means inhibition above about 50%
# C8 TRAIL sens: caspase-8 TRAIL sensitization | NB7+C8 cells + TRAIL, ATPlite viability luminescence | inhibition (viability loss, TRAIL sensitization), % at 10 µM | 360,000 compounds, 1% hits;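 active means compounds causing at least 50% loss of cell viability in the single-dose screen, relative to plate controls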
# LMP1 NFkB inh: reduces LMP1-driven NF-kappaB luciferase signal | LMP1-induced NF-kappaB luciferase reporter cells, luminescence | 350,000 compounds, 0.69% hits | AID 504558 | inhibition, % at 12.5 µM; in the data active means inhibition above about 41%;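 further: 0% = neutral control wells and 100% = reference inhibitor control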
# SRC1 inh: inhibitors of human steroid receptor coactivator 1 (SRC1); Q15788; HEK293 GAL4-SRC1 luciferase reporter, luminescence; inhibition, % at 3.6 µM; 360,000 compounds, 0.12% hits;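 active means inhibition above the campaign mean plus 3 SD, with each screening campaign given its own cutoff, cut at about 60% in these data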;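 further: 0% = DMSO treated cells and 100% = gossypol at 36 µM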
# TROY signal inh: inhibitors of TROY-dependent NF-kB signaling; 360,000 compounds, 0.98% hits; inhibition, % at 10 µM; AID 1347056; Q293 LMP1-TROYcd NF-kB luciferase reporter, 4 h;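 active means compounds whose plate-normalised and pattern-corrected inhibition of the luciferase reporter signal at the single screening dose is 50% or more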
# NR5A2 inv ag: suppresses constitutive activity of human LRH-1 | O00482 | HEK293T StAR-luciferase reporter, LRH-1 transfected, 24 h | inhibition, % at 3.6 µM | 360,000 compounds, 0.13% hits;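 active means inhibition above the mean inhibition of all tested compounds plus 3 SD, cut at about 73% in these data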;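 further: 0% = DMSO wells and 100% = reporter-only cells lacking LRH-1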
# Target sequence (O00482 whole entry, looked up): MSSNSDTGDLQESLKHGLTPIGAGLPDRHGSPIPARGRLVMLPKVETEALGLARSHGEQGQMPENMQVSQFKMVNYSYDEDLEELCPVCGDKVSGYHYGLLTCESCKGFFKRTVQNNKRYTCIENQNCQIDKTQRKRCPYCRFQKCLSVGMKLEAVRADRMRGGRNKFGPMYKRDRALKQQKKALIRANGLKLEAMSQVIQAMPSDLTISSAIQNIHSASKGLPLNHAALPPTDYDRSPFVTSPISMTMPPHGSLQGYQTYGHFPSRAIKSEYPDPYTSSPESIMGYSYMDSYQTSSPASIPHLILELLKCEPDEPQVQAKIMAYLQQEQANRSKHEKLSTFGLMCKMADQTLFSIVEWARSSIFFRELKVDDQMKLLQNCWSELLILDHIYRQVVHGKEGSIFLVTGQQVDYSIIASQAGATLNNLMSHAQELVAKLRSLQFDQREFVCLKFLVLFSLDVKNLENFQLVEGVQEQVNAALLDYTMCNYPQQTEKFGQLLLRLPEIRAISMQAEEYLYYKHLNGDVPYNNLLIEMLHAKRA
# CF NFkB inh: blocks PAF-induced NF-kB reporter in cystic fibrosis cells; inhibition, % at 5 µM; 360,000 compounds, 0.86% hits; AID 588850; KKLEB NF-kB-GFP reporter, GFP fluorescence overnight;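 active means at least 50% inhibition at 5 µM, scaled per plate between neutral and stimulator controls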;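 further: PAF is a Pseudomonas aeruginosa culture filtrate used as stimulus; plate controls were PAF-stimulated DMSO wells for no effect and unstimulated DMSO wells for full effect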
# NCOA2 inhibitor: inhibits human steroid receptor coactivator 2; Q15596; 370,000 compounds, 0.17% hits; HEK293 GAL4-SRC2 luciferase reporter, luminescence; inhibition, % at 9 µM;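 active means inhibition above the mean inhibition of all tested compounds plus 3 SD, set per campaign, cut at about 52% in these data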;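 further: 0% = DMSO treated cells and 100% = cells given Gossypol at 36 µM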
# KKLEB cytotox: counter-screen for CF NF-kB inhibitors: cytotoxicity; 360,000 compounds, 0.36% hits; activity change (cytotoxicity), % at 5 µM; KKLEB CF airway cells viability, ATPlite luminescence, overnight; active compounds read low; cells stimulated with P. aeruginosa culture filtrate; AID 602141;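 active means corrected activity change at or below -50% at 5 µM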
# SRC3 inh: inhibitors of human steroid receptor coactivator 3 (SRC3). HEK293 GAL4-SRC3 luciferase reporter, luminescence. AID 588352. 360,000 compounds, 0.17% hits. Q9Y6Q9. inhibition, % at 3.6 µM;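 active means inhibition above a per-campaign cutoff, the mean of all compounds plus 3 SD, cut at about 60% in these data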;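 further: 0% = DMSO-treated cells and 100% = gossypol-treated cells at 36 µM; higher means less SRC3-driven luciferase light from the GAL4 reporter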
# Active calls of the source: *; nt = not tested or not shown.
item	compound	COUP-TFII inh	TWEAK-Fn14 inh	C8 TRAIL sens	LMP1 NFkB inh	SRC1 inh	TROY signal inh	NR5A2 inv ag	CF NFkB inh	NCOA2 inhibitor	KKLEB cytotox	SRC3 inh
1	COC(=O)c1ccccc1NC(=O)N[C@@H](C)C(=O)OC	nt	1.1	-26.6	-9.9	-1.7	-1.7	-9.2	1.3	nt	11.4	15.5
2	COc1ccc(-c2cc(C(F)(F)F)n3nc(C(=O)Nc4cc(C)on4)cc3n2)cc1OC	5.7	13.7	11.2	-5.5	14.2	10.7	-1.3	16.4	0.8	-13.5	0.1
3	Cc1ccc(-c2cc(C(=O)NCc3ccco3)no2)cc1	-26.2	7.4	28.4	-26.0	-98.8	-13.7	-51.3	-7.9	-37.1	-1.6	-111.7
4	COc1ccc(Br)cc1CN(C)C(=O)c1cc(Cl)c2c(c1)OCCO2	-1.6	-2.5	9.4	0.9	10.8	-7.5	18.2	-4.8	21.7	-6.2	-8.1
5	Cc1ccc(NS(=O)(=O)c2ccc3[nH]c(=O)[nH]c3c2)cc1	-5.6	-3.0	-7.4	-0.5	-20.3	-2.0	-7.4	26.6	-8.0	-13.5	-5.6
6	CCOc1ccccc1NS(=O)(=O)c1cccc2nsnc12	5.7	12.5	15.4	1.7	1.5	-1.7	6.1	3.9	15.0	6.2	-13.4
7	COC1CC(=O)C2OC(c3ccccc3)OCC2O1 (centres undefined)	1.5	-10.1	-8.4	6.6	-1.2	8.2	4.0	-17.3	-7.2	13.4	-8.6
8	COc1cc(C(=O)NCc2nnc(SCC(=O)NC3CCCC3)o2)cc(OC)c1OC	13.5	-35.3	1.3	0.8	-41.5	-23.3	8.3	1.6	-29.0	2.4	21.7
9	CCc1cc2c(=O)n(-c3ccccc3)c(=S)[nH]c2s1	-10.2	1.6	-12.2	2.2	-1.1	0.8	-7.8	11.0	-28.8	-11.2	-7.0
10	COc1cc(OC)c(C2N(c3ccc(Cl)c(Cl)c3)C(=O)C3CCCN32)cc1OC (centres undefined)	-3.4	-4.2	-7.5	8.4	1.2	-11.1	-4.0	14.0	30.8	0.2	21.0
11	O=[N+]([O-])c1ccc(Cl)c(S(=O)(=O)N2CCCCCC2)c1	nt	12.0	5.1	-8.8	4.6	3.6	-12.7	4.8	nt	0.5	1.8
12	COc1cc(OC)c(OC)cc1CNc1nnnn1C	7.2	9.2	-1.3	-2.2	-6.1	13.9	7.8	8.4	-4.9	-13.2	-11.1
13	O=C(CN(C(=O)c1csnn1)c1ccc(F)c(Cl)c1)NCc1ccc(F)cc1	6.9	-14.4	4.3	-1.4	0.2	-4.2	13.3	-12.9	-14.1	10.6	-19.4
14	CC(C)(C)C1=CC(=O)C(N2CCOCC2)=CC1=O	17.7	5.5	-12.5	8.7	3.2	12.0	-0.9	-0.5	-7.4	-5.4	13.9
15	Cc1ccc(NC(=O)c2cc(S(=O)(=O)N3CCCC3)cn2C)cc1	-1.6	24.6	27.6	-0.9	7.1	-5.1	-3.1	-6.3	15.9	11.1	18.4
16	CC1(C(=O)NS(=O)(=O)c2cccs2)CCN1C(=O)C1CC1 (centres undefined)	8.1	-6.1	-0.6	nt	7.1	-11.3	20.1	10.8	-49.1	-2.6	7.8
17	Cc1[nH]nc2c1C(C(C)C)C(C#N)=C(N)O2 (centres undefined)	-4.2	3.7	-6.3	7.3	2.5	4.5	9.6	-7.7	-5.6	1.5	14.2
18	Cc1ccccc1-c1n[nH]c(=S)n1/N=C/c1c(C)nn(-c2ccccc2)c1C	-12.3	-43.4	29.9	8.9	3.4	-7.5	6.3	12.3	0.0	-3.5	-18.9
19	CCOc1ccc2nc(NC(=O)CN3CCN(CC)CC3)sc2c1	12.8	-5.8	-3.6	-40.0	0.1	23.9	-24.4	-0.2	-31.6	7.8	-8.4
20	CCC(=O)NC(=S)Nc1ccc(NC(=O)c2cc3ccccc3o2)c(OC)c1	2.3	-57.3	8.0	4.0	-25.8	-16.8	-8.4	-7.8	-3.6	3.3	1.3
21	O=[N+]([O-])c1cc(Cl)ccc1N1CCCC1	-14.4	-0.4	-12.2	5.0	-8.4	16.4	7.6	14.1	-12.2	1.2	10.2
22	CCOC(=O)C1=C(C)N(Cc2ccc(C(=O)O)cc2)C(=O)NC1c1ccc([N+](=O)[O-])cc1 (centres undefined)	-4.9	0.1	0.2	-7.2	8.1	-6.5	-14.7	1.2	-25.8	12.6	6.1
23	O=C(CN1CCC(O)(c2ccc(F)cc2)CC1)NCc1ccc(F)cc1	7.8	21.8	-8.0	-2.3	3.5	7.7	2.5	-4.3	-14.4	4.6	8.8
24	COc1cccc(CNC(=O)CCC2CCCN(C(=O)c3ccc(OC)o3)C2)c1 (centres undefined)	-3.0	-7.1	-5.9	-7.1	-39.7	-40.7	-17.3	-18.1	-36.7	-7.6	-11.1
25	COc1cc(C(=O)NNC(=O)CNC(=O)c2ccc(Br)o2)cc(OC)c1OC	0.2	-33.2	-20.2	2.2	-14.7	11.9	0.5	17.4	-24.2	-9.9	1.1
26	Nc1nc2n(n1)C(c1ccco1)CC(c1ccc(Cl)cc1)N2 (centres undefined)	5.8	-5.4	-6.6	4.9	-0.4	-5.8	1.7	-5.5	-7.7	7.9	5.0
27	CC(C)NC(=O)c1cc2c(C(F)(F)F)nn(C)c2s1	4.0	-4.0	-7.4	-9.4	-7.5	3.8	5.8	-13.7	-0.1	6.7	-3.7
28	O=C(NCc1ccccn1)c1cc(-c2ccc(Br)cc2)nc2ccccc12	0.9	-2.9	8.3	2.3	2.1	-16.2	10.0	-17.3	-16.8	-2.2	4.8
29	CCCC(C)C(=O)Nc1ccc(F)c(Cl)c1 (centres undefined)	-20.2	-0.5	3.5	6.9	2.2	9.1	15.3	9.3	26.9	-12.7	15.4
30	CCCOc1cccc(C(=O)Nc2cccc3ncccc23)c1	10.5	13.3	-3.2	2.9	-5.5	-1.9	2.6	-3.6	-0.6	-0.4	-17.5
31	COc1ccc(NC(=O)COc2nc3ccccc3nc2N2CCOCC2)c(OC)c1	-1.3	-11.0	-8.3	-3.2	-4.3	5.6	3.3	3.9	-15.2	3.6	16.9
32	Oc1ccc(Cl)cc1CNCc1ccc(C(F)(F)F)cc1	6.5	-1.0	2.8	-0.5	0.2	-8.9	1.1	7.6	-0.6	-20.9	-1.4
33	CCc1ccccc1N(CC(=O)N1CCN(c2ccccc2)CC1)S(C)(=O)=O	10.9	7.2	-20.1	-2.8	-8.9	2.8	-13.1	5.5	-5.0	-6.4	4.2
34	COc1cccc(NC(=O)CSc2nc(C3CC3)nc3ccccc23)c1	-16.7	23.0	-5.6	9.5	-7.2	18.6	9.1	33.4	6.9	-9.9	-4.7
35	COc1ccc(CN2C(=NC(=O)C3CCCO3)SC3CS(=O)(=O)CC32)cc1OC (centres undefined)	1.9	-17.2	-8.0	5.5	-1.7	-25.8	-5.1	-0.3	10.4	-10.3	5.0
36	Cc1ccc(NC(=O)CN(C)C(=O)c2ccc(C(F)(F)F)cc2)cc1	17.4	-13.5	7.4	-32.4	5.0	-3.0	-21.8	-6.2	-13.1	4.4	-0.5
37	Cc1noc(C)c1C(=O)Nc1cccc(S(=O)(=O)N2CCCCC2)c1	-12.3	8.9	0.9	4.9	4.0	7.4	6.3	-0.4	9.9	0.7	-15.3
38	COc1ccc(OC)c(NC(=O)CSc2nnc(CNC(=O)c3cc(OC)c(OC)c(OC)c3)o2)c1	18.1	-3.5	-4.3	-0.1	3.4	-25.8	-8.6	10.1	0.0	-0.9	4.4
39	CC(=O)Nc1ccc(OCC(=O)NCc2ccc3c(c2)OCO3)cc1	-10.0	-5.8	-4.0	-5.3	-19.9	-0.5	-4.1	0.2	-7.0	-15.8	7.6
40	CCC(C)NC(=O)CN(c1cc(Cl)cc(Cl)c1)S(C)(=O)=O (centres undefined)	-15.2	0.5	2.4	-0.8	4.0	-27.6	-9.0	-19.1	6.2	-1.7	23.9
41	CC(=O)c1c(C)[nH]c(C(=O)OCC(=O)N2c3ccccc3NC(=O)C2(C)C)c1C	-16.3	4.9	19.2	-1.4	21.7	10.3	3.2	-19.5	-28.2	-3.6	-17.0
42	Cc1ccccc1OCCC(=O)OCC(=O)NC(C)c1ccccc1 (centres undefined)	-9.0	-10.4	3.3	-2.9	-8.5	4.8	5.0	-3.3	13.7	8.5	8.8
43	O=C(OC1CCCC1)c1ccc(Cl)cc1Cl	6.8	10.9	-12.1	-2.3	-4.6	2.7	-11.1	-10.1	-59.9	-10.5	4.1
44	Cc1cc(C)c(C(=O)COC(=O)CNC(=O)c2ccccc2C)c(C)c1	16.6	8.2	-10.6	-0.5	7.9	12.4	-2.2	0.5	-12.6	11.8	14.9
45	Cc1ccc(C(=O)Nc2ccccc2N2CCN(C(=O)C(C)C)CC2)cc1C	-4.7	-14.1	15.3	3.9	-19.3	-26.7	19.1	-26.1	-30.4	13.8	-0.1
46	CC1(C(=O)NS(=O)(=O)c2ccccc2Cl)CCN1C(=O)Cc1ccccc1Cl (centres undefined)	-1.9	-6.6	-11.9	nt	-24.2	1.3	-24.6	-25.0	-3.9	1.8	-1.4
47	CCC1(CC)Cc2ccccc2C2=C(C(=O)N3CCCCC3)C(=O)C(=O)N21	0.0	24.7	-8.6	1.4	-1.5	19.0	-5.8	9.0	-1.5	-0.3	8.1
48	CC12CCC(=O)C=C1CCC1C2CCC2(C)C(C(=O)CO)CC(O)C12 (centres undefined)	21.3	27.9	7.0	2.4	-24.5	2.1	-1.0	2.5	7.7	-6.8	-11.0
49	O=C(c1ccccc1NS(=O)(=O)c1cccc([N+](=O)[O-])c1)N1CCOCC1	-7.6	-0.9	5.8	-2.3	3.5	-13.8	6.8	-6.9	-8.0	4.4	9.6
50	CCNc1ccc(Br)cc(C(=O)/C=C/c2c(Cl)cccc2Cl)c1=O	nt	-3.1	4.2	61.1*	-19.0	8.3	0.8	-7.7	nt	5.2	23.1
51	Cn1nc(C(=O)OCC(=O)c2ccc(Br)cc2)c2ccccc2c1=O	13.5	1.7	0.4	-3.0	-23.5	11.0	5.5	1.7	3.1	6.4	12.0
52	CN(C)c1ccnc(C(=O)O)c1	-11.7	4.3	-11.7	-5.8	-23.1	9.1	-31.9	4.3	-50.4	1.0	19.6
53	Cc1cc(C)cc(OCC(=O)Nc2ccc(N3CCOCC3)cc2N2CCOCC2)c1	-24.0	-11.0	6.3	-5.3	6.7	15.9	14.3	12.7	-44.2	0.8	-7.7
54	Oc1ccc(Oc2ccc(Oc3ccc(O)cc3)cc2)cc1	-40.1	-59.4	9.3	3.9	6.3	33.6	-29.6	-1.9	-11.5	0.1	-3.6
55	COc1ccccc1Nc1ccncc1[N+](=O)[O-]	3.1	-6.4	-2.6	2.0	13.3	2.6	31.3	15.3	3.1	11.3	6.7
56	O=C(CCN1C(=O)c2ccccc2C1=O)Nc1cccc(O)c1	16.2	10.5	-8.2	-10.4	-11.7	2.4	0.0	-1.9	-8.2	2.4	-5.1

# Screening data from PubChem.
